High-throughput results: PubChem BioAssay, several laboratories
FXIa inh 1536 – blocks human coagulation factor XIa protease activity. purified FXIa, Boc-Glu-Ala-Arg-AMC fluorogenic substrate. inhibition, % at 5 µM. 220,000 tested, 0.14% active;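 active = inhibition of at least 40%; inactive = inhibition below 40%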;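 note: fluorescence of freed AMC excited at 355 nm; 0% = enzyme without compound and 100% = no enzyme blank; many of its hits are not listed in these tables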
Runt-CBFb FRET – blocks binding of human RUNX1 Runt domain to CBFb | inhibition, % at 20 µM | 220,000 tested, 0.46% active | Cerulean-Runt/Venus-CBFb FRET ratio 530/480, 1 h;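 active = inhibition over about 50% at 20 µM in the single-dose screen, limit read from the data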;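 note: 0% = DMSO wells and 100% = excess unlabeled CBFb competitor control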
Target sequence (Q01196 whole entry, looked up, the tested form may be a part): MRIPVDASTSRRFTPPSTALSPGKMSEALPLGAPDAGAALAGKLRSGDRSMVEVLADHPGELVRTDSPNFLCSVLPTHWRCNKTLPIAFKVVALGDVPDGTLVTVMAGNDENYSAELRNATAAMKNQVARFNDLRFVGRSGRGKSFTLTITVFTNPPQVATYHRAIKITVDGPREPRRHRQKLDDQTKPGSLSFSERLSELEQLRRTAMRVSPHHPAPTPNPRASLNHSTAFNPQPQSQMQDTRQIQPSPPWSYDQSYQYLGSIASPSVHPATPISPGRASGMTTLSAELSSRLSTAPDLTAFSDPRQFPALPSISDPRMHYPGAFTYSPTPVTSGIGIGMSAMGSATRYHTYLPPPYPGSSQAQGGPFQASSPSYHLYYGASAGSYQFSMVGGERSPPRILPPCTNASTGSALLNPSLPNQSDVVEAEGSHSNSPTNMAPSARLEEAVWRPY
Target sequence (Q13951 whole entry, looked up, the tested form may be a part): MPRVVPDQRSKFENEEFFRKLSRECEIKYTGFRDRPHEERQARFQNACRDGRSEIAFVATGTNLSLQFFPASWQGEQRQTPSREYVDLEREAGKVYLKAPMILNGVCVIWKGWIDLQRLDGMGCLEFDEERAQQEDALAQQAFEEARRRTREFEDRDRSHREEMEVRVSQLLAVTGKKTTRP
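System: Cerulean-labeled Runt domain protein | Quantity: 100 nM of each labeled protein | Schedule: 1 h compound exposure, room temperature | Detection: Fluorescence energy transfer, 422 nm excitation, 530/480 nm emission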
Hck-Nef inh – inhibitors of human Hck kinase activated by Nef; P08631; Recombinant Hck-YEEI plus Nef, Z-Lyte FRET kinase assay; inhibition, % at 20 µM; 220,000 tested, 0.68% active; AID 463187;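 active = Hck-Nef kinase inhibition above about 50%, limit read from the data; inactive = inhibition below that limit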;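 note: 0% = DMSO with Hck plus Nef and 100% = Hck alone without Nef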
Thrombin inh – blocks human thrombin protease activity. alpha-thrombin, Boc-VPR-AMC fluorogenic substrate cleavage. inhibition, % at 5 µM. 220,000 tested, 0.26% active. AID 1046;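 active = inhibition at or above 40%; inactive = inhibition below 40%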;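 note: 0% = enzyme with no compound and 100% = wells without enzyme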
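signal = AMC fluorescence, 355/460 nm | material = human alpha-thrombin enzyme | control set = enzyme without compound as high, wells lacking enzyme as low | times = reaction at room temperature | read-out basis = percent inhibition scaled between no-compound controls and no-enzyme blanks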
14-3-3 Bad PPI – disrupts binding of bovine 14-3-3 zeta to phospho-Bad peptide | P63103 | TR-FRET 14-3-3zeta/Dy647-pBad peptide displacement, 1 h | inhibition, % at 21.7 µM | 220,000 tested, 0.71% active;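 active = inhibition above about 70%, limit read from the data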;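 note: 0% = full 14-3-3 plus peptide FRET controls and 100% = background without 14-3-3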
FXIIa inh – factor XIIa (human) inhibition | P00748 | purified FXIIa, Boc-QGR-AMC fluorogenic substrate, 2 h | inhibition, % at 5 µM | 220,000 tested, 0.3% active | AID 800; in the data active = inhibition above about 40%;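 note: 0% = enzyme with no compound and 100% = blank without enzyme; many of its hits are not listed in these tables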
Wee1 degr inh – blocks degradation of human Wee1 kinase | P30291 | HeLa Luc-Wee1K328M stability, luciferase luminescence; 100% = proteasome inhibitor MG132 effect | reporter increase, % at 5 µM | 220,000 tested, 1.2% active;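 active = activation above the mean of all tested compounds plus 3 SD, set per screening run, cut at about 8.8% in these data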;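 note: cells exposed to compound for 20 h before luminescence read; 0% = DMSO alone and 100% = MG132 at 30 µM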
KLK5 inh – blocks human kallikrein 5 protease activity. inhibition, % at 5 µM. AID 873. recombinant hK5, fluorogenic AMC substrate cleavage. Q9Y337. 210,000 tested, 0.59% active;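 active = inhibition of 40% or more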;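 note: 0% = enzyme controls without compound and 100% = no-enzyme blanks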
Target sequence (Q9Y337 67-293 limits assumed): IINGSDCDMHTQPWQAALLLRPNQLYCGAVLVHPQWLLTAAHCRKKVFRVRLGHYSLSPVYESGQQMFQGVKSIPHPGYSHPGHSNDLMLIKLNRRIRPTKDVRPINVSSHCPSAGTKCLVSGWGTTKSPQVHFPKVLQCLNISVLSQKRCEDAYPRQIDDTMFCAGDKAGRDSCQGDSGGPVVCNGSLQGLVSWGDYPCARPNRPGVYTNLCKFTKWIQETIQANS
Runt-SMMHC FRET – inhibitors of human RUNX1 Runt domain binding to CBFb-SMMHC; inhibition, % at 20 µM; AID 1434; Q01196+Q13951; 220,000 tested, 0.74% active; Cerulean-Runt/Venus-CBFb-SMMHC FRET ratio 530/480, 1 h;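 active = mean inhibition across duplicate retests at 20 µM reaching about 50%, limit read from the data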;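 note: 0% = DMSO wells and 100% = wells with excess untagged CBFb-SMMHC; inhibitors lower the FRET ratio by blocking Runt binding to CBFb-SMMHC; some results filed as inactive read as strong as hits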
* hit, by the source's call; x = not tested or not shown; [ ] = remark or other dose.

FXIa inh 1536	Runt-CBFb FRET	Hck-Nef inh	Thrombin inh	14-3-3 Bad PPI	FXIIa inh	Wee1 degr inh	KLK5 inh	Runt-SMMHC FRET	mol
4	-1	20	2	6	12	1	0	0	COc1ccc(NC2=C3CCCC=C3N(c3ccc(OC)cc3)C2=O)cc1
8	2	-20	19	5	20	4	x	1	COC(=O)CN(c1ccccc1)S(=O)(=O)c1cc(Br)ccc1OC
1	0	1	2	-9	22	-2	-8	-2	Cc1ccnc(SCc2cc(=O)c(OC(=O)c3ccc(Br)o3)co2)n1
-11	-2	0	-8	-24	-3	-3	-15	1	CC(=O)Nc1nc(-c2ccccc2)c(-c2ccccc2)o1
4	-3	-2	-1	-11	16	-1	-29	-5	COc1cccc(N2CCN(CC(=O)Nc3nc4c(s3)CC(C)CC4)CC2)c1 (centres undefined)
-11	0	14	-2	-7	5	-2	-27	2	CC1=NN(c2nc3ccccc3[nH]2)C(=O)C1Cc1ccccc1 (centres undefined)
-7	1	0	-5	0	3	2	-30	3	CCOC(=O)c1sc2ncn(C(CC)C(=O)OCC)c(=O)c2c1C (centres undefined)
0	0	-8	-2	-8	7	-2	2	-1	Fc1ccc(NC(=S)Nc2ccccc2N2CCOCC2)cc1Cl
10	-2	3	11	-2	21	-2	25	8	COCCCn1c(SCC(=O)NCc2ccco2)nc2sc3c(c2c1=O)CCC3
0	-2	2	0	-2	10	2	3	-3	CCOc1nc(C)ccc1-c1noc(-c2ccccn2)n1
-4	-4	10	-1	5	4	0	-11	-5	COc1ccccc1-c1nc(SCC(=O)N(C)c2ccccc2)c2c(=O)n(C)c(=O)n(C)c2n1
2	2	5	1	0	16	-1	-13	0	CCCCNC(=S)N/N=C/c1ccc(C)s1
-15	1	-2	20	-1	-5	1	-25	3	CCn1cc(C2Nc3ccccc3C(=O)N2O)c(C)n1 (centres undefined)
-14	1	-2	-8	0	-7	-2	-4	-1	O=c1c2ccccc2nc(SCc2nc(-c3ccccc3)no2)n1-c1ccc(F)cc1
11	1	4	-5	2	15	-2	-12	4	O=C(C1CCN(S(=O)(=O)N2CCC3(CC2)OCCO3)CC1)N1CCCCC1
-3	0	-3	-3	-9	5	-3	-1	-3	CCOc1ccccc1N(C(=O)c1ccccc1Cl)C1=NC(C)(C)CS1
5	1	0	1	4	12	5	-6	0	Cn1nc(C(=O)N2CCc3ccccc3C2)c2ccccc2c1=O
-3	2	-1	1	-1	5	-1	-3	-1	O=C(c1cccc(NS(=O)(=O)c2cccc([N+](=O)[O-])c2)c1)N1CCOCC1
2	12	1	-4	1	6	-1	2	0	O=c1cc(-c2ccc([N+](=O)[O-])cc2)nc2cc(-c3ccc(F)cc3)[nH]n12
-19	1	-3	-1	12[fluorescence artefact?]	7	-1	5	1	CCOC(=O)C1=C(CC)NC2=C(C(=O)CCC2)C1c1ccc(OC)c(OC)c1 (centres undefined)

(more compounds)
FXIa inh 1536	Runt-CBFb FRET	Hck-Nef inh	Thrombin inh	14-3-3 Bad PPI	FXIIa inh	Wee1 degr inh	KLK5 inh	Runt-SMMHC FRET	mol
-11	-3	0	-1	-12	8	-1	-7	-4	O=C(c1ccc2c(c1)OCO2)N1CCCN(C(=O)c2ccc3c(c2)OCO3)CC1
2	0	2	-3	4[fluorescence artefact?]	11	6	-21	0	Cn1cc(S(=O)(=O)N2CCN(c3ccccc3F)CC2)c(=O)n(C)c1=O
12	6	6	-2	-5	16	-2	3	40	CC1=C(C(=O)Nc2nc3ccccc3s2)C(c2ccco2)C(C#N)=C(SCC(=O)NC2CCCCC2)N1 (centres undefined)
11	1	-1	-5	2	-15	2	3	4	CCOC(=O)CSc1nc2c(sc(=S)n2-c2ccccc2OC)c(=O)n1Cc1ccco1
1	-1	21	-2	-3	12	3	2	1	CCOc1nc(CC(C)C)c2c(c1C#N)CC(C)(C)OC2
4	0	-1	-2	-3	7	1	3	0	O=C(NCc1cccs1)C1CCCN1S(=O)(=O)c1ccccc1F (centres undefined)
4	-4	-1	0	0	6	-1	-16	-3	CCOc1ccc(S(=O)(=O)N(CC(=O)NC2CCCCC2C)Cc2ccco2)cc1 (centres undefined)
3	-1	0	4	65[fluorescence artefact?]	11	0	-17	9	O=C(O)C1NCCc2ccccc21 (centres undefined)
16	0	-42	2	9	20	3	-5	-5	Cc1cc(C)cc(C(=O)OCC(=O)NCc2cccs2)c1
12	-5	3	0	7[fluorescence artefact?]	8	2	10	1	Cc1nn(-c2ccccc2)c(N)c1N=Nc1ccc(Cl)cc1
0	0	-32	-13	-4	14	0	-1	0	N/C(=N\OC(=O)/C=C/c1ccccc1Cl)c1cccnc1
-11	0	6	-23	-2	0	1	-9	3	C#CCSc1nc(N)c2c(n1)OC(N)=C(C#N)C2c1cccnc1 (centres undefined)
-6	0	1	-3	-7	4	0	-3	-2	CCCN1CCN(c2nc3c([nH]2)c(=N)ncn3CC(O)CO)CC1 (centres undefined)
-5	14	18	-6	-19	2	-3	-3	6	CN=C1SC(CC(=O)Nc2ccccc2F)C(=O)N1/N=C/c1ccc(O)c(OC)c1 (centres undefined)
21	1	-12	5	-3	32	1	2	3	CCOc1ccc(Cl)cc1S(=O)(=O)N1CCN(c2ccc(C)c(C)c2)CC1
-26	-3	-1	-2	11[fluorescence artefact?]	6	-3	8	0	C=Cn1c(N2CCOCC2)nc2c1c(=O)[nH]c(=O)n2C
1	-3	-1	-7	9	4	-2	-1	-1	COc1ccc(NC(=O)c2cccc(NC(=O)C(C)C)c2)c([N+](=O)[O-])c1
-3	1	17	-10	-4	3	4	-5	2	CCOC(=O)c1cnn(-c2ccc(F)cc2)c1N
-8	-1	5	-7	0	-4	6	-18	-3	CCOCCCNS(=O)(=O)c1ccc(NC(=O)C2CC(=O)N(c3ccc(C)cc3)C2)cc1 (centres undefined)
-4	-3	16	-3	-8	2	-2	-1	-4	CCOC(=O)c1cn(CC2CC2)c2cc(F)c(F)cc2c1=O

(further entries)
FXIa inh 1536	Runt-CBFb FRET	Hck-Nef inh	Thrombin inh	14-3-3 Bad PPI	FXIIa inh	Wee1 degr inh	KLK5 inh	Runt-SMMHC FRET	mol
5	x	-8	2	-13	5	4	1	2	Clc1cccc(Cl)c1COc1ccccc1CNn1cnnc1
-1	2	3	-8	-14	1	1	-4	-3	COC(=O)CC1(C(=O)OC)Oc2ccc(Br)cc2C(=O)N1c1cccc(Cl)c1Cl (centres undefined)
5	22	-7	-6	-3	-1	-3	5	84*	CCCn1c(=N)c(S(=O)(=O)c2ccccc2)cc2c(=O)n3ccccc3nc21
7	-2	-7	1	6	17	4	6	1	CCOC(=O)c1c(CN2CCCCC2)n(C)c2ccc(OC)c(S(=O)(=O)c3ccccc3)c12
-1	0	0	-6	-2	10	2	2	1	CN(C(=O)C1CCOC1)c1nnc(-c2ccccn2)s1 (centres undefined)
0	6	26	-9	-19	7	-2	6	0	CCc1ccc2[nH]c(=O)c(CN(CCN(C)C)C(=S)NCc3ccco3)cc2c1
3	1	24	-1	-8	11	0	-15	-2	O=C(NCc1ccco1)C1Cc2ccccc2CN1C(=O)c1ccco1 (centres undefined)
11	6	2	4	-4	23	3	6	14	COc1ccc(C2CC(=O)c3sc(N)nc3C2)cc1 (centres undefined)
3	-2	1	-3	-7	11	-1	-1	-4	COCCNC(=O)C(c1ccc(F)cc1)N(CC1CCCO1)C(=O)CCC(=O)Nc1ccccn1 (centres undefined)
0	-1	4	-6	5	10	-1	3	-4	O=S(=O)(c1ccc(Cl)cc1)N1CCC(O)(c2cccnc2)CC1
18	9	2	6	-4[fluorescence artefact?]	26	3	-9	-16	O=[N+]([O-])c1ccccc1C1Nc2cccc3cccc(c23)N1
-7	0	1	-6	-7	3	3	-10	2	O=C(CN(c1ccccc1)S(=O)(=O)c1ccccc1)N/N=C/c1ccco1
3	-9	-2	0	-16	3	-1	12	-12	CCC1=NN2C(=N)/C(=C\c3cccn3-c3cccc(Cl)c3)C(=O)N=C2S1
-2	0	7	-5	10	-13	0	-3	1	O=C(Nc1cnn(C23CC4CC(CC(C4)C2)C3)c1)c1cc(-c2ccccc2)on1
-3	0	2	4	-6	10	1	-32	-4	O=C(O)CCCN1C(=O)c2ccc(C(=O)c3cccc([N+](=O)[O-])c3)cc2C1=O
5	-2	2	4	6	11	-2	8	-5	COc1ccc(/C=N/NC(=O)c2cccc([N+](=O)[O-])c2)cc1OC(=O)c1ccc(C)cc1
10	-2	2	3	-10	19	-1	-5	1	Clc1ccc(-c2nnc3sc(Cc4cccs4)nn23)cc1
-3	-2	-5	2	-1	3	-1	-16	-1	NC(N)=N/N=C/c1ccc(OS(=O)(=O)c2ccccc2)cc1
5	3	15	-3	-10	9	0	3	-2	Cc1ccc(CN2CCN(Cc3nc4ccccc4nc3C)CC2CCO)cc1 (centres undefined)
1	-3	2	-19	7	2	-3	2	0	O=[N+]([O-])c1nn(-c2ccc3c(c2)OCCO3)n(O)c1=NC1CCCCC1

Further records.
FXIa inh 1536	Runt-CBFb FRET	Hck-Nef inh	Thrombin inh	14-3-3 Bad PPI	FXIIa inh	Wee1 degr inh	KLK5 inh	Runt-SMMHC FRET	mol
2	-2	-1	0	1	2	-3	18	-4	C=CCn1c(COc2ccccc2)nnc1SCC(=O)C(C)(C)C
9	3	1	19	4[fluorescence artefact?]	15	-1	20	0	CCCCCC(=O)Nc1ccc2oc(-c3cncc(Br)c3)nc2c1
0	1	2	2	-5	8	-1	5	2	O=C(OC(C(=O)NCc1cccs1)c1ccc(F)cc1)c1ccco1 (centres undefined)
5	0	-1	3	0[fluorescence artefact?]	15	3	-2	0	CC(C)Oc1cccc(C(=O)Nc2ccc(N3CCN(S(C)(=O)=O)CC3)cc2)c1
-6	-1	26	-9	-4	7	-2	-4	3	COc1ccc(N2CCN(C(=S)Nc3ccc(C)cc3)CC2)cc1
5	-2	4	-4	10	11	-2	-10	1	CCOc1ccccc1CNC(=O)c1c([N+](=O)[O-])c(C)nn1C
-11	2	0	-4	0	1	-2	15	-8	N/C(=N\OC(=O)/C=C/c1ccccc1)c1ccc(Cl)cc1
5	0	1	-3	-2	8	14*	4	3	Nc1nonc1NC(=O)CSc1ncccc1C(=O)O
-6	-1	10	-1	-5	-5	-1	-62	1	N#Cc1cc2sc3nc4ccccc4n3c2cc1C#N
-7	x	21	8	1	0	1	-4	x	CC(C)[N+](C)(C)CC(O)CN(c1ccccc1)c1ccccc1 (centres undefined)
-4	10	5	0	-24	6	5	-23	4	Cc1cccc2sc(NNC(=O)C3=COCCO3)nc12
